GCN5L2 inh – blocks human GCN5L2 histone acetyltransferase; Potency, µM (series often up to 58.9 µM), for the others: at the highest dose activity change, negative = inhibition, actives largely listed as inhibitors; hit rate 0.21% among 390,000; GCN5L2 HAT assay, ThioGlo1 CoA-SH fluorescence; Q92830
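qHTS, 1536-well. 20nM enzyme, pH 7.5 HEPES/EDTA/Tween-20 buffer; 15 min compound preinc., RT. Start: 75uM H3(1-25), 70uM AcCoA, 50uM ThioGlo1. Read Ex340/Em540 at t=0 (autofluorescence flag) and t=20 min.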
N370S GC – inhibits or activates N370S mutant glucocerebrosidase; P04062; N370S GC spleen homogenate, 4MU-glucoside fluorescence; Potency, µM (doses to about 59.4 µM), without a hit: top-dose activity change, negative = inhibition, most hits filed as inhibitors; hit rate 0.092% among 330,000;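 note: 0% = full enzyme activity and -100% = no enzyme basal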
FEN1 inhibitor – blocks human flap endonuclease 1; hit rate 0.35% among 390,000; Recombinant FEN1 flap cleavage, fluorescence, 15 min; Potency, µM (titrated, usually from 114 µM), inactives show at the highest dose activity change, negative = inhibition, hits mostly inhibitors; AID 588795; P39748; note: nearly all actives have a fitted effect of over 65% in size
Target sequence (P39748 whole entry, looked up): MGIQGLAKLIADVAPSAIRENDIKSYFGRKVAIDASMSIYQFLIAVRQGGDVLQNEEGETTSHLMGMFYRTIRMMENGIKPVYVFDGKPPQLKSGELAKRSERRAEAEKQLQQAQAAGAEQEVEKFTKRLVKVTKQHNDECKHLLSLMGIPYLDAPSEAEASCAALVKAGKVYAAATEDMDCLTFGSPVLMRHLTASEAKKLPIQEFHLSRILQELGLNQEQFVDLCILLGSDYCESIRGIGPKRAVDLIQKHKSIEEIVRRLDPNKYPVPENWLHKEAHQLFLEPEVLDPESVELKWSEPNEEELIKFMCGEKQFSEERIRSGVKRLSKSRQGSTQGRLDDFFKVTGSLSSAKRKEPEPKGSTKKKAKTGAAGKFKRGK
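With each library titrated from low to high concentration, compounds met 10 nM FEN1 for 15 min at room temperature before 50 nM substrate was added; readings at 0 and 15 min fed four-parameter Hill curve fits.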
An asterisk follows results filed as active; ? = inconclusive; · = no result given; [ ] = dose if it differs, or a comment. Calls come from the whole dose curve; as a rule, active = well fitted curve in the direction sought with a large enough effect; inconclusive = small, poorly fitted or top-dose-only effect, or another doubt; inactive = no such curve, though single readings can be large; an effect the other way counts as inactive or inconclusive. Unless noted, % is set by controls: 0 for no effect and ±100 for the full control effect; potency is the fitted concentration of half-maximal effect.

SMILES	GCN5L2 inh	N370S GC	FEN1 inhibitor
O=C(COC(=O)c1ccc(NS(=O)(=O)c2ccc(Br)s2)cc1)NC1CCCC1	-1.5%	18.8%	-13.1%
COc1ccc(Cn2c(C)cc3c(c2=O)C(c2cccs2)C(C#N)=C(N)O3)cc1OC (stereo not drawn)	-1.7%	8.1%	-6.0%
Cc1ccc(NC(/C=C/N(C)C)=C/C(=O)C(F)(F)F)c(C)c1	-13.6%	-0.9%	0.6%
Fc1ccc(CN2CCCN(C(=S)Nc3ccc(F)cc3)CC2)cc1	6.7%	3.6%	-5.1%
Cc1ccc(NC(=O)CSc2nnc(-c3ccco3)o2)c(C)c1	-7.0%	-2.7%	13.6%
Cc1ccc(Cl)cc1NC(=O)C1CCN(C(=O)c2cnn(-c3ccccc3)c2-n2cccc2)CC1	-0.8%	·	0.1%
CC(C)CCNC1=NCCCCC1	-14.8%	8.5%	-5.2%
CCOC(=O)N1CCN(Cc2nc(C3CC3)no2)CC1	-5.7%	20.6%	-9.8%
CC1Oc2ccccc2N(Cc2cccnc2)C1=O (stereo not drawn)	-0.8%	-12.1%	-13.2%
COc1cccc(C(=O)OCc2cc(=O)oc3c(C)c(C)ccc23)c1OC	-4.7%	-0.6%	6.8%
CN(CC(=O)Nc1cccc(F)c1)C(=O)CCN1C(=O)C2CC=CCC2C1=O (stereo not drawn)	-5.3%	·	-13.0%
O=C(CN1CCOCC1)Nc1nc(-c2ccccc2Cl)cs1	20.1%	-4.7%	12.8%
NC12CC3CC(C1)CC(CO)(C3)O2	-0.1%	-8.2%[2.35 µM]	7.7%
CCN1CCN(CCCNC(=O)Cn2nc(C)n3nc(-c4ccccc4)cc3c2=O)CC1	-1.9%	0.3%	-6.9%
CCCOc1ccc(C2CC(=O)NC2=O)cc1 (stereo not drawn)	24.2%	-1.0%	6.2%
CN1N=C(C(=O)N2CCc3c([nH]c4ccccc34)C2c2c(F)cccc2Cl)CCC1=O (stereo not drawn)	1.4%	0.6%	-8.0%
COc1ccc(C(=O)N/N=C(/C)c2cccc(NC(=O)c3ccncc3)c2)cc1OC	-3.9%	2.7%	-7.1%
COc1cc(OC)cc(C(C)=O)c1	1.5%	-11.1%	-10.1%
C=CCOc1ccc(/C=C2\SC(=S)N(NS(=O)(=O)c3ccccc3)C2=O)cc1	-12.3%	-2.1%	5.4%
c1ccc2cc(CSCc3nc4ccccc4[nH]3)ccc2c1	-7.6%	4.5%	5.0%
O=C1C=CC(=O)N1Nc1ccc(Br)cc1	-1.5%	3.6%	-1.8%
N#CC1=C(N)OC2=C(CCc3ccccc32)C1c1ccccc1 (stereo not drawn)	-5.8%	12.1%	?
CC(O)[C@H]1CNC(=O)C(=O)N1CCCCC1CCCCC1 (stereo partly drawn)	-4.2%	-11.1%	-4.1%
CCCN(CCC)C(=O)c1c[nH]c2ccc(S(=O)(=O)N(C)c3ccc(OCC)cc3)cc2c1=O	-1.6%	·	14.6%
CC(=O)C(=O)O	-0.2%	-10.4%	·
CCOCCn1ccc2c(OCC(=O)Nc3ccccc3OC)cccc2c1=O	0.1%	-4.9%	-16.6%
Cc1ccc(-c2nnc(N3CCC(C)CC3)c3ccccc23)cc1	-3.1%	28.5%	-10.0%
CNC(=O)COC(=O)C1CCN(S(=O)(=O)c2ccc3c(c2)OCCO3)CC1	-6.6%	·	18.1%
O=C(CCN1C(=O)C2CC=CCC2C1=O)Nc1nc(-c2ccc(F)c(F)c2)cs1 (stereo not drawn)	-1.4%	·	-0.9%
COc1cc(C=C(C(C)=O)C(C)=O)ccc1O	-11.5%	-13.6%	4.0%
Cc1nn(S(=O)(=O)c2cccc([N+](=O)[O-])c2)c(C)c1S(=O)(=O)N1CCOCC1	-5.7%	-7.6%	18.1%
Cc1ccc(Oc2ccc(/C=N/O)cn2)cc1	-3.8%	-9.0%	-1.9%
CCOCC(=O)Nc1ccccc1C(=O)O	-2.3%	-7.2%	4.8%
C=CCOC(=O)CC(NC(=O)c1ccccc1)c1ccccc1 (stereo not drawn)	0.7%	8.8%	4.1%
COC(=O)c1c(NC(C)=O)sc(C(=O)Nc2ccccc2F)c1C	-3.6%	12.0%	-1.2%
CCOc1ccccc1C(=O)Oc1ccc2ccc(=O)oc2c1	0.0%	?	5.0%
CC1CCN(C(=O)CSc2nc3ccccc3nc2Cc2ccccc2)CC1	-10.1%	·	?
COc1cccc(Cn2nc(SC)c(S(=O)(=O)c3ccccc3)c2N(C(C)=O)C(C)=O)c1	-1.5%	·	9.1%
CCCn1nnnc1SCC(=O)NCc1ccccc1	-0.6%	-1.8%	-1.2%
CC(=O)c1cc2c(cc1NC(=O)c1cccc(S(=O)(=O)N3CCN(C)CC3)c1)OCO2	-6.4%	-4.6%	-10.3%
COc1ccc(CNC(=O)c2ccc(NC(=O)C3=CSCCO3)cc2)cc1	-18.6%	-20.2%	30.1%
Cc1ccc(S(=O)(=O)Nc2nc3ccc(S(=O)(=O)N4CCCC4)cc3s2)cc1	-8.9%	3.6%	-10.7%
COC(=O)CSc1nnc(-c2cccc(NC(=O)c3ccc(C)cc3)c2)n1C	0.9%	7.7%	-3.1%
COC(C(=O)N/N=C(\C)c1ccc(C(C)(C)C)cc1)c1ccccc1 (stereo not drawn)	-18.3%	-0.3%	-2.1%
COc1ccc(CN2CCNC(=O)C2CC(=O)NCCc2c[nH]c3ccccc23)c(OC)c1 (stereo not drawn)	3.2%	-1.0%	-1.0%
O=C(CN1C(=O)c2ccccc2S1(=O)=O)c1ccc(F)cc1	-3.4%	15.6%	-1.8%
CCOc1cc(Br)c(CN2C(=O)NC3(CCCCCC3)C2=O)cc1OCC	-8.8%	0.1%	-5.1%
C=CCNC(=O)C1CC2Cn3c(nc4ccccc43)C2N1C (stereo not drawn)	0.9%	-4.9%	1.4%

Seven compounds from above, limited to N370S GC.
SMILES	N370S GC
COc1ccc(CNC(=O)c2ccc(NC(=O)C3=CSCCO3)cc2)cc1	-20.2%
Cc1ccc(S(=O)(=O)Nc2nc3ccc(S(=O)(=O)N4CCCC4)cc3s2)cc1	3.6%
COC(=O)CSc1nnc(-c2cccc(NC(=O)c3ccc(C)cc3)c2)n1C	7.7%
COC(C(=O)N/N=C(\C)c1ccc(C(C)(C)C)cc1)c1ccccc1 (stereo not drawn)	-0.3%
COc1ccc(CN2CCNC(=O)C2CC(=O)NCCc2c[nH]c3ccccc23)c(OC)c1 (stereo not drawn)	-1.0%
O=C(CN1C(=O)c2ccccc2S1(=O)=O)c1ccc(F)cc1	15.6%
CCOc1cc(Br)c(CN2C(=O)NC3(CCCCCC3)C2=O)cc1OCC	0.1%

(cont.)
SMILES	GCN5L2 inh	N370S GC	FEN1 inhibitor
CC1CC(=O)Nc2ccccc2N1C(=O)CN1CCN(c2ccccc2)CC1 (stereo not drawn)	-1.7%	-7.8%	10.8%
Cc1cc(=O)oc2cc(OCC(=O)OCC(=O)NC(C)C)ccc12	-14.3%	10.8%	7.3%
Cc1ccnc2nc(C(=O)OCC(=O)c3ccccc3)nn12	1.2%	·	-3.1%
COc1cc(SC)ccc1C(=O)OC(C)C(=O)NC1CCCC1 (stereo not drawn)	-10.3%	15.5%	0.2%
C1=C(CCNC2=NCCCCC2)CCCC1	-13.2%	5.3%	1.0%
Cc1ccccc1S(=O)(=O)c1c(C)cc(C)n(CC(C)C)c1=O	-5.8%	18.5%	-17.8%
COc1nc(Oc2ccc(=O)[nH]n2)nc(N2CCOCC2)n1	-5.5%	4.0%	7.3%
CCCCC(CC)CNC(=O)c1cccs1 (stereo not drawn)	-14.2%	10.9%	-7.1%
CCCNC(=O)CSc1c(CCC)cnc2c1c(=O)n(C)c(=O)n2C	2.3%	·	-5.6%
CC(=O)N/C(=C\c1ccccc1)C(=O)OC/C=C/c1ccccc1	-10.3%	5.7%	12.4%
CC(NC(=O)c1ccco1)c1nc(-c2ccc(Cl)cc2)no1 (stereo not drawn)	-4.2%	-8.8%	-4.5%
Clc1ccc(NC2=NCCCCC2)cc1	-1.6%	4.5%	2.2%
CNC(=O)c1cc(C(=O)c2ccc(F)cc2Cl)c[nH]1	-16.1%	1.2%	18.7%
CC(=O)Nc1ccc(C(=O)N/N=C/c2ccccc2OCc2ccccc2)cc1	-7.3%	-2.0%	10.9%
NC(=O)c1ccc(NC(=O)COC(=O)c2ccccc2Nc2ccccc2)cc1	18.7%	13.6%	-14.1%
CN(C)c1ccc(C(CNS(=O)(=O)c2ccc(F)cc2)N2CCOCC2)cc1 (stereo not drawn)	0.6%	·	0.7%
Cc1cccc2cc(CN(Cc3ccccc3)C(=O)N(C)C)c(=O)[nH]c12	1.8%	-0.6%	2.6%
CCOC(=O)c1c(C)c(C(=O)NCCN2CCOCC2)c(C)n1C	0.2%	7.0%	0.6%
C=CCN=C1S/C(=C\c2ccc(Cl)cc2)C(=O)N1CC=C	-9.8%	10.2%	3.4%
C=CCC[C@@H](Cc1ccc(F)cc1)C(=O)OC[C@@H](Cc1c[nH]c2ccccc12)NC(=O)[C@H](CC=C)CC(=O)N(CCO)Cc1ccccc1	-13.1%	·	-0.6%
CCOC(=O)c1ccc(N2C(=O)c3n[nH]c(-c4ccco4)c3C2c2ccc(O)c(OC)c2)cc1 (stereo not drawn)	-9.0%	·	-30.3%
COCCNC(=O)NC12CC3CC(CC(C3)C1)C2	-2.5%	7.5%	22.6%
O=C(COc1ccc([N+](=O)[O-])cc1)NCc1ccccc1	-11.9%	-0.7%	-2.5%
CC(C)c1ccc(NC(=O)C2CC3CCC2C3)cc1 (stereo not drawn)	-13.0%	0.6%	-10.2%

Reformatted with two lines to a compound: entries from further up.
Sequence of screens: GCN5L2 inh | N370S GC | FEN1 inhibitor
> CC(C)CCNC1=NCCCCC1
    -14.8% | 8.5% | -5.2%
> CCOC(=O)N1CCN(Cc2nc(C3CC3)no2)CC1
    -5.7% | 20.6% | -9.8%
> CC1Oc2ccccc2N(Cc2cccnc2)C1=O (stereo not drawn)
    -0.8% | -12.1% | -13.2%
> COc1cccc(C(=O)OCc2cc(=O)oc3c(C)c(C)ccc23)c1OC
    -4.7% | -0.6% | 6.8%
> CN(CC(=O)Nc1cccc(F)c1)C(=O)CCN1C(=O)C2CC=CCC2C1=O (stereo not drawn)
    -5.3% | · | -13.0%
> O=C(CN1CCOCC1)Nc1nc(-c2ccccc2Cl)cs1
    20.1% | -4.7% | 12.8%

Following part:
SMILES	GCN5L2 inh	N370S GC	FEN1 inhibitor
Cc1cccc(NC(=O)c2ccc(C(=O)c3ccccc3)cc2)n1	-3.8%	4.3%	-1.0%
Cc1onc(-c2ccccc2)c1C(=O)NCCc1ccncc1	-2.3%	1.0%	21.4%
Cn1c(SCn2nnc3ccccc3c2=O)nc2ccccc2c1=O	-8.5%	2.8%	·
CN(C)c1ccc(/C=N/NC(=O)c2ccc(NC(=O)c3ccccc3)cc2)cc1	-1.7%	-4.7%	14.2%
O=C(COC(=O)CNC(=O)c1sc2ccccc2c1Cl)NC1CCS(=O)(=O)C1 (stereo not drawn)	0.9%	5.3%	4.2%
Cc1cccc(Cn2c(C)c(CNC3CCCCC3)c(C(=O)O)c2C)c1	-3.0%	·	-1.4%
COCCCNC(=O)Cn1c(=O)n(Cc2ccc(C(=O)NCCc3ccc(OC)c(OC)c3)cc2)c(=O)c2ccccc21	-5.4%	-1.5%	14.1%
CCOc1cccc(/C=C/c2ccc3cccc(O)c3n2)c1O	-12.5%	-8.1%	-20.0%
COc1ccccc1-n1cnc2cc(NS(=O)(=O)c3ccc(Br)cc3)ccc21	-19.5%	20.9%	-24.9%
CCOC(=O)CSc1ncc(OC)c(=O)[nH]1	5.2%	2.6%	10.8%
C#CCOc1ccc(C2C3=C(COC3=O)Nc3cc4c(cc32)OCO4)cc1OC (stereo not drawn)	0.2%	1.5%	11.2%
Cc1sc2ncnc(SCc3ccc(C(=O)O)cc3)c2c1C	-12.4%	4.4%	6.1%
CC1(C)Cc2c(c(N3CCOCC3)nc3snc(N)c23)CO1	-2.1%	-0.9%	-7.7%
CCOC(=O)CCn1cc(F)c(=O)[nH]c1=O	-7.3%	-2.9%	0.7%
O=C(C1=C[C@@H](c2csc3ccccc23)C[C@@H](OCc2ccc(CO)cc2)O1)N1CCN(Cc2ccccc2)CC1	-3.8%	?	-7.2%
CCOc1ccc(NC(=S)NC(=O)/C=C/c2ccc(OC)cc2)c([N+](=O)[O-])c1	14.7%	6.1%	-4.9%
CCS(=O)(=O)c1nc(S(=O)(=O)c2ccc(Cl)cc2)c(N2CCN(C)CC2)s1	-5.1%	-13.8%	16.5%
Cc1cc(C(=O)COC(=O)CNC(=O)c2ccccc2)c(C)n1CC1CCCO1 (stereo not drawn)	-6.2%	3.5%	4.0%
Cc1ccc(NC(=O)CSCc2cc(=O)n3cc(C)sc3n2)c(C)c1	0.4%	-0.8%	-4.3%
CCC(=O)Nc1nn(C)c2nc3c(C)cccc3cc12	-1.1%	6.3%	-12.3%
COc1ccc2nc(-n3c(C)ccc3C)sc2c1	?	10.1%	14.8%
CC(=O)N1CCc2cc(Br)cc(S(=O)(=O)N3CCN(c4cc(C)ccc4C)CC3)c21	1.1%	·	-8.7%
